# Bioassay records: PubChem BioAssay, Broad Institute
# SIRT5 inh = blocks human SIRT5 desuccinylation of peptide. Purified SirT5, succinyl-peptide AMC, trypsin-coupled fluorescence. AID 652115. Q9NXA8. inhibition, % at 15 µM. 1.1% of 330,000 active; in the data active = inhibition above about 15%; inconclusive = no clear call, values can overlap the other calls
# Target sequence (Q9NXA8 whole entry, looked up): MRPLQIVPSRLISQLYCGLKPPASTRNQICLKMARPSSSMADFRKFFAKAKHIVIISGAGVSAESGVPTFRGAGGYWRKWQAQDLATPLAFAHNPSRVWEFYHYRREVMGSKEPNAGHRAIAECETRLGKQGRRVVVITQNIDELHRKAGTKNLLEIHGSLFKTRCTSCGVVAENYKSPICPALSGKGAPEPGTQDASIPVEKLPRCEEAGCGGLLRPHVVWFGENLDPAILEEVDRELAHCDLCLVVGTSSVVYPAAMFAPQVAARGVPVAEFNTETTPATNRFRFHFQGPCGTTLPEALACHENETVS
# F508del corr = correctors of CFTR F508del function in bronchial epithelial cells | CFBE cells, YFP halide quenching; stimulated with forskolin plus potentiator P3; % fluorescence drop versus neutral controls | activity (quench increase), % at 7.58 µM | 0.36% of 350,000 active | AID 720511;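 active = mean added fluorescence quench of at least 8% versus neutral control, with both replicates also reaching 8%; inconclusive = only one of the mean or replicate conditions met; inactive = mean below 8% and not both replicates reaching 8%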;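 also: cells transiently co-express mutant CFTR-F508del with the halide-sensitive YFP; corrector assay measuring rescue of mutant channel to the surface after 24 h compound exposure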
# miR122 inh = inhibitors of miR-122 in Huh7 cells; Huh7 miR-122 Renilla luciferase sensor, 48 h; neutral wells = 0, positive control = 100; activation (reporter increase), % at 12.5 µM; 0.3% of 340,000 active;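 active = mean replicate activation score at least 90 and every replicate individually at or above 90; inconclusive = only one of the two criteria met; inactive = neither criterion met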;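 also: higher luciferase means less miR-122 activity so hits act as miR-122 inhibitors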
# ERp5 block = ERp5 (human) disulfide isomerase inhibition; Q15084; ERp5 insulin aggregation, absorbance 650 nm, 90 min; inhibition, % at 9.99 µM; 0.05% of 350,000 active;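 active = mean replicate inhibition above about 25%, with every replicate also reaching it, limit read from the data, passing the limit was not always enough; inconclusive = only one of those two criteria met; inactive = neither criterion met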
# Target sequence (Q15084 whole entry, looked up): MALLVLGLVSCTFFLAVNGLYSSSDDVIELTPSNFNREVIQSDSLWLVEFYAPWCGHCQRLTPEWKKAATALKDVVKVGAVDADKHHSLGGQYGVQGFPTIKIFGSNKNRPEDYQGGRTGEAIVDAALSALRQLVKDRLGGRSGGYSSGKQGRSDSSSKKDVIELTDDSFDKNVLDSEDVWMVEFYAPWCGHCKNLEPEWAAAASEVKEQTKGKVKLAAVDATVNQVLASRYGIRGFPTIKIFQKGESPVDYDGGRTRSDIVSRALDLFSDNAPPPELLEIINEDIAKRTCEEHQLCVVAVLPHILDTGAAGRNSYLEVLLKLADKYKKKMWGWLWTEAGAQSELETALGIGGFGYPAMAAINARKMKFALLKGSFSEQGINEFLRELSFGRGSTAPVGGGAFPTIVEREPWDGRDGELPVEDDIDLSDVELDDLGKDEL
# ERAP1 inh = blocks human ERAP1 aminopeptidase activity; 0.15% of 340,000 active; Q9NZ08; AID 652197; recombinant ERAP1, Leu-AMC fluorescence, 60 min; inhibition, % at 10.7 µM;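 active = mean replicate inhibition of at least 30%, or all replicates individually reaching that 30% level; inactive = mean below 30% and not every replicate reaching it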;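 also: 0% = neutral control wells and 100% = L-leucinethiol positive control wells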
# Casp6 inh = caspase-6 (human) enzyme inhibition | 0.53% of 350,000 active | AID 686996 | P55212 | inhibition, % at 12.5 µM | purified caspase-6, Z-VEID-R110 cleavage fluorescence;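 active = mean inhibition across replicates at least about 35%, with every replicate also reaching that limit, limit read from the data; inconclusive = only one of the two criteria met; inactive = neither criterion met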;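 also: 0% = median of neutral control wells and 100% = no fluorescence left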
# Target sequence (P55212 24-179 limits assumed): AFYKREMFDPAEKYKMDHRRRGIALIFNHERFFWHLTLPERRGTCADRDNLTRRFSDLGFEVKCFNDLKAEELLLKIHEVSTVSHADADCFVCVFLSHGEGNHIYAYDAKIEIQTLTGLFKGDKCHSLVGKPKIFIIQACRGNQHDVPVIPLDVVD
# Target sequence (P55212 194-293 limits assumed): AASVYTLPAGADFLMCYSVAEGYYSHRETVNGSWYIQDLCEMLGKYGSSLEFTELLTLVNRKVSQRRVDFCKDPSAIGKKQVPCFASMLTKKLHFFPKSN
# DENV2 CPE = inhibitors of DENV2 cytopathic effect; DENV2-infected cells, cytopathic effect rescue, plate reader; CPE inhibition, % at 9.99 µM; 1.7% of 350,000 active; in the data active = CPE inhibition above about 20%, passing the limit was not always enough; inconclusive = no clear call, values can overlap the other calls; tested in BHK-21 cells;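 also: 0% = median of neutral control wells and 100% = median of positive control wells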
# Starred values were filed as active, the others as inactive; ? = inconclusive; nt = no result given; [ ] = another dose, or the depositor's remark.
SIRT5 inh	F508del corr	miR122 inh	ERp5 block	ERAP1 inh	Casp6 inh	DENV2 CPE	molecule
-6	1.8	1	-7	-2	0	1	COc1cc(NS(=O)(=O)c2ccc(NC(=O)c3cccs3)cc2)nc(OC)n1
8	3.8	nt	2	9	70*	-1	NS(=O)(=O)c1ccc(N=Nc2ccc(=O)[nH]c2O)cc1
1	-3.2	1	1	-2	1	-2	COc1ccccc1N1CCN(CC(O)COc2ccc(C)cc2C)CC1 (configuration not stated)
0	0.0	21[16.7 µM]	-4	1	-1	2	C[C@@H]1CN([C@H](C)CO)C(=O)c2cc(NC(=O)CCN3CCOCC3)ccc2O[C@@H]1CN(C)S(=O)(=O)c1cccs1
0	0.2	-3	1	-2	-2	18	CCCNC(=O)COc1nc2ccccc2nc1N1CCOCC1
5	nt	nt	1	-2	1	-3	COc1ccc(C(=O)Nc2ccc3c(c2)C(=O)N(C)[C@H]2CC[C@H](CC(=O)NCC4CC4)O[C@@H]2CO3)cc1
-3	0.8	nt	3	-3	-2	10	O=C(CSc1nnc(NC(=O)c2c(F)cccc2F)s1)NCc1ccc(F)cc1
-4	-1.6	-7	-1	-1	-113	2	CCN(CC)CCNC(=O)c1ccc(NC(=O)C2CC(=O)N(CCc3ccc(OC)c(OC)c3)C2)cc1 (configuration not stated)
3	-0.8	-2	0	-1	3	4	Cc1ccc(S(=O)(=O)N2CCC(C(=O)N3CCCCCCC3)CC2)cc1
3	-1.5	nt	-7	4	-2	-6	O=C(C=CC(=O)Nc1ccc(F)cc1F)Nc1ccc(F)cc1F
-6	1.0	11[16.7 µM]	3	3	-1	-12	C[C@H]1CN([C@@H](C)CO)S(=O)(=O)c2ccc(-c3cccnc3)cc2O[C@@H]1CN(C)Cc1ccccn1
2	1.1	-3	4	-3	1	1	Cc1cccc(N(C(=O)CNC(=O)c2cccs2)C(C(=O)NC2CCCC2)c2ccncc2)c1 (configuration not stated)
4	3.4	7[16.7 µM]	-2	-2	-1	-3	CC(C)CC#Cc1ccc2c(c1)O[C@@H](CN(C)C(=O)Nc1ccccc1)[C@@H](C)CN([C@H](C)CO)S2(=O)=O
-3	-1.3	-4	0	-1	1	nt	COC(=O)c1ccc(CN2C(=O)NC3(CCC(C)CC3)C2=O)cc1 (configuration not stated)
2	-1.0	nt	-2	-10	1	-10	O=C(Cc1ccccc1)Nc1ccc(C(=O)Nc2ccccc2C(=O)O)cc1
-3	-1.2	nt	-9	0	1	-3	CC(=O)Nc1ccc(C(=O)Nc2ccc(S(=O)(=O)N3CCCCC3)cc2)cc1
1	0.8	nt	-4	-4	-3	nt	CO[C@H]1CN(C)C(=O)c2cc(NS(=O)(=O)CC(F)(F)F)ccc2OC[C@H](C)N(Cc2nccs2)C[C@H]1C
5	nt	nt	3	9	0	1	CCOC(=O)c1c(N/N=C/c2ccncc2)n[nH]c1C
7	2.2	-7	-1	2	1	-3	CCOc1cc(C2C(C(=O)N3CCOCC3)=C(C)NC3=C2C(=O)CCC3)ccc1O (configuration not stated)
-3	-0.4	14	-1	0	-1	75*	COc1ccccc1C=NNC(=O)c1ccccc1OCCOc1ccccc1
nt	3.5	-15	0	0	3	?	OC[C@@H]1CN(Cc2ccc(Cl)cc2)C[C@H](n2cnc3c(N4CCN(c5ccccc5)CC4)ncnc32)O1
1	-2.6	6[16.7 µM]	-2	4	0	-10	C[C@H](CO)N1C[C@H](C)[C@H](CN(C)Cc2ccc(Cl)c(Cl)c2)Oc2c(NC(=O)c3cnccn3)cccc2C1=O
-4	0.0	3	4	0	-7	-7	COc1ccc(C(=O)Nc2ccnn2C2CCN(Cc3ccn[nH]3)CC2)cc1
4	-0.5	-2	3	3	3	-2	CC(C)(C)c1cc(CP(=O)(c2ccccc2)c2ccccc2)cc(C(C)(C)C)c1O
0	0.6	-3	6	-4	0	-6	COc1cccc(C(=O)C2CCCN(Cc3cn[nH]c3C3CCCCC3)C2)c1 (configuration not stated)
-5	2.5	nt	4	3	0	1	CC(C)(C)Nc1nc(N)nc(Cl)n1
2	0.2	nt	0	-1	2	1	O=C(NCCNS(=O)(=O)c1ccc(C(F)(F)F)cc1)N1CCOCC1
5	2.5	0	-2	-4	3	9	O=C(Cc1cccc(NC(=O)C2CCCN(C(=O)C3CCCC3)C2)c1)Nc1ccc(C(=O)N2CCCCC2)cc1 (configuration not stated)
-2	0.2	-2	4	2	2	-1	Cc1c(S(=O)(=O)N2CCN(C(=O)c3ccco3)CC2)c(=O)n(C)c(=O)n1C
-3	nt	-2	8	5	2	1	CCOC(=O)C(C)(C)N(Cc1cccc(C)c1)S(=O)(=O)c1ccc(Cl)c([N+](=O)[O-])c1

# Reformatted: four of the compounds above
molecule,SIRT5 inh,F508del corr,miR122 inh,ERp5 block,ERAP1 inh,Casp6 inh,DENV2 CPE
CC(C)CC#Cc1ccc2c(c1)O[C@@H](CN(C)C(=O)Nc1ccccc1)[C@@H](C)CN([C@H](C)CO)S2(=O)=O,4,3.4,7[16.7 µM],-2,-2,-1,-3
COc1ccc(C(=O)Nc2ccnn2C2CCN(Cc3ccn[nH]3)CC2)cc1,-4,0.0,3,4,0,-7,-7
C[C@H](CO)N1C[C@H](C)[C@H](CN(C)Cc2ccc(Cl)c(Cl)c2)Oc2c(NC(=O)c3cnccn3)cccc2C1=O,1,-2.6,6[16.7 µM],-2,4,0,-10
CC(C)(C)c1cc(CP(=O)(c2ccccc2)c2ccccc2)cc(C(C)(C)C)c1O,4,-0.5,-2,3,3,3,-2

# Carrying on.
SIRT5 inh	F508del corr	miR122 inh	ERp5 block	ERAP1 inh	Casp6 inh	DENV2 CPE	molecule
-2	1.8	nt	-2	7	4	2	COc1cccc(CN2CCN(C(=O)c3ccc(-c4ccccc4)cc3)CC2)c1OC
-8	0.5	nt	-5	2	-1	-1	Cc1cccc(C)c1C(=NCCN(C)C)c1ccccc1
0	0.4	nt	-1	-3	0	-8	O=C(N[C@H]1CC[C@H](CC(=O)N2CCN(c3ccccc3)CC2)O[C@@H]1CO)c1ccncc1
7	0.5	-1	-1	-3	-3	10	Cc1cc(C)c(NC(=O)C2CC(=O)N(Cc3ccccc3)C2)c(C)c1 (configuration not stated)
-8	0.3	-4	1	5	-1	1	CCOC(=O)c1sc(NC(=O)c2ccc3nc[nH]c3c2)nc1C
0	0.6	-11[16.7 µM]	0	2	0	-5	CNC[C@@H]1Oc2c(NC(=O)C3CCCCC3)cccc2C(=O)N([C@@H](C)CO)C[C@@H]1C
nt	-1.5	nt	-1	nt	-2	11	Cc1ccccc1Cn1c(C)c(C(=O)N(C)Cc2ccc(F)cc2)sc1=O
-2	-3.4	nt	0	2	-4	1	C/C(=N/NC(=O)c1ccc2c(c1)OCO2)c1cccc([N+](=O)[O-])c1
-3	1.7	5[16.7 µM]	-6	1	0	-4	COc1ccccc1-c1ccc2c(c1)O[C@@H](CN(C)C(=O)c1ccncc1)[C@@H](C)CN([C@@H](C)CO)S2(=O)=O
-5	2.3	nt	5	2	0	-1	Cc1oc(-c2cccs2)nc1CS(=O)CC(=O)NCCc1ccccc1 (configuration not stated)
nt	nt	nt	-5	5	70*	4	S=c1[nH]nc(-c2ccco2)n1/N=C/C=C/c1ccco1
nt	-5.1	-8	-1	nt	4	?	C#CCCC/C(=C\C(=O)N(C)[C@H](C(=O)N(C)[C@H](C(=O)N(C)[C@H](C(=O)N(C)[C@H](C(N)=O)C(C)C)C(C)C)C(C)C)C(C)C)OC
11	3.3	0[16.7 µM]	5	3	0	-5	CCCN1[C@@H]2c3ccc(C4=CCCC4)c(=O)n3C[C@@H]2[C@@H](CO)[C@@H]1C(=O)OC
1	-1.1	1	1	-1	-5	-6	O=C(N/N=C\c1ccncc1)c1ccc(Cl)s1
1	-0.4	1[16.7 µM]	2	4	-3	0	CCCNC(=O)[C@H]1[C@H](CO)[C@H]2Cn3c(cccc3=O)[C@H]2N1Cc1ccccn1
-2	-3.9	1	2	4	-2	0	Cc1ccc(C)c(C(=O)N2CCN(c3ncccn3)CC2)c1
-1	3.2	nt	1	-1	2	0	CO[C@H](CN(C)Cc1cc(F)ccc1F)[C@@H](C)CN(C(=O)Nc1ccc(C(F)(F)F)cc1)[C@H](C)CO
0	-1.0	nt	nt	2	1	-16	CO[C@@H]1CN(C)C(=O)c2ccc(NC(=O)NC(C)C)cc2OC[C@@H](C)N(Cc2ccccc2)C[C@H]1C
25*	0.5	-12[16.7 µM]	1	2	4	-1	Cc1ccc(S(=O)(=O)N(C)C[C@@H]2OCCCC[C@@H](C)Oc3ccc(NS(=O)(=O)c4ccc(Cl)cc4)cc3C(=O)N([C@@H](C)CO)C[C@H]2C)cc1
0	-7.8	nt	1	-1	0	2	COc1ccc(Cl)cc1N(CC(=O)N1CCCCCC1)S(C)(=O)=O
-1	1.9	-2[16.7 µM]	1	-2	-3	7	Cc1cc(C(=O)Nc2cccc3c2O[C@H](CN(C)C(=O)Nc2cccc4ccccc24)[C@H](C)CN([C@H](C)CO)C3=O)n(C)n1
-4	2.6	nt	-3	0	-2	9	CCN(C[C@H]1[C@@H](c2ccccc2)[C@@H](CO)N1CC1CC1)C(=O)c1ccccc1F
7	1.5	nt	-3	4	-29	3	C[C@@H](NC(=O)C[C@@H]1C=C[C@H](NC(=O)CN2CCOCC2)[C@@H](CO)O1)c1ccccc1
-1	-2.9	nt	7	0	-4	0	COCCn1c(=S)[nH]c2cc(C(=O)N3CCCC(C)C3)ccc2c1=O (configuration not stated)
0	-4.1	nt	0	3	-6	-1	CN(Cc1cn(C)nc1-c1cccc(Cl)c1)C1CCOCC1
1	2.7	nt	3	-2	0	-1	CN(C)CCCNC(=O)C[C@H]1CC[C@@H](NS(=O)(=O)c2ccc(F)cc2)[C@H](CO)O1
1	-0.4	-2	-3	-6	-1	-4	CCc1nc2c(OCc3cc(Cl)cc(Cl)c3)cccn2c1N(C)C(=O)c1ccc(C)cc1
-2	3.0	nt	-3	2	-6	?	COC(=O)C1CN(C(=O)C(C)Oc2cccc(C)c2C)c2ccccc2O1 (configuration not stated)
-1	1.1	nt	2	-3	0	-9	COc1cccc(NC(=O)Nc2ccc3c(c2)C(=O)N(C)C[C@H](OC)[C@H](C)CN(C)[C@H](C)CO3)c1
0	2.7	-2	1	-1	4	-11	O=C(CN1C(=O)NC2(CCCC2)C1=O)OCCOc1ccc(Cl)cc1Cl
0	0.7	5	6	-5	1	-3	S=C(NCc1ccccc1)Nc1cccc2cnccc12
-3	-1.3	2	-1	-1	2	86*	CN(C(=O)c1ccc(NC(=O)Cc2ccc(NC(=O)C3CCN(C(=O)C4CCCCC4)CC3)cc2)cc1)C1CCCC1
1	-2.5	2	1	1	0	-5	Cc1ccc(S(=O)(=O)N2CCCCC2)cc1C(=O)NCCCN1CCOCC1
-1	nt	nt	-1	9	0	1	COc1cc(C(=O)NCc2ccccc2)ccc1OC(F)F
-2	1.0	-1	0	4	0	-3	Cc1c(C(=O)Nc2c(N)nc(SCC(=O)NCC3CCCO3)[nH]c2=O)cccc1[N+](=O)[O-] (configuration not stated)
-1	0.9	nt	1	54*	-1	-4	COCCCNC(=O)/C(C#N)=C1\N=C(NC(=O)c2cccs2)c2ccccc21
0	-3.5	-11	2	0	0	-3	CS(=O)(=O)N1CCN=C1SCc1cccc(F)c1
0	0.9	4	?	7	2	-6	O=C(O)c1cccc(-n2c(-c3cnccn3)n[nH]c2=S)c1
23*	2.5	-10	nt	2	0	-3	O=C(/C=C/c1ccc([N+](=O)[O-])cc1)OCC(=O)c1ccc[nH]1
0	-0.2	0[16.7 µM]	2	1	-1	-10	O=C(Nc1ccc2c(c1)OCO2)N[C@@H]1CC[C@@H](CCNC(=O)C2CCCC2)O[C@@H]1CO
-1	2.6	nt	3	3	1	0	COC(=O)CSc1nc2nc(C)cc(C)n2n1
2	-0.5	8[16.7 µM]	0	-1	-3	3	CC(C)CC#Cc1cnc2c(c1)C(=O)N([C@@H](C)CO)C[C@H](C)[C@@H](CN(C)C(=O)c1ccccc1F)O2
0	-1.6	3	0	1	-2	0	Cc1ccc(-c2nc(C3CCCN(S(=O)(=O)c4ccc(C)cc4)C3)no2)cc1 (configuration not stated)
1	-2.1	2	1	-6	-2	3	CC1CN(CCCCOc2ccc(F)cc2)CC(C)O1 (configuration not stated)
